From PubChem BioAssay
Chronic BCR inh = chronic active BCR signaling inhibition | ABC-DLBCL IkBa-CBG/CBR reporter, luminescence ratio, 4 h | Potency, µM (series often up to 46.1 µM), for the others: at the highest dose ratio change, negative = lower green/red ratio, actives largely listed as inhibitors | 0.05% of 340,000 active; active = well fitted inhibition curve with a large enough effect in the signal ratio, with a control signal flat, not every such curve was filed as active; inconclusive = small, poorly fitted or top-dose-only effect, or effect the other way, or a change in a side signal; the % refers to the signal ratio;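 also: potency is read from the fitted curve at half-maximal effect; plate controls were basal doxycycline-induced cells for no effect and cells given 10 µM MG132 for full effect; MG132 reads +100%, hits lower the ratio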
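Compounds up to 46 uM were incubated four hours with TMD8 cells whose green CBG68 luciferase is fused to IkappaBalpha; red CBR luminescence normalised the signal, and concentration-effect curves were fitted to fusion, red and ratio data.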
AT treatment = candidate therapy for ataxia-telangiectasia; AID 485349; 0.19% of 320,000 active; Potency, µM (highest dose often 57.5 µM), for inactives: at the top dose activation, most hits filed as activators; […] A-T fibroblasts, KAP-1 phosphorylation AlphaLISA; neocarzinostatin DNA damage 30 min before lysis; also: potency is read from the fitted curve at half-maximal effect; % of control where 0% means no effect; nearly all actives have a fitted effect of over 45% in size
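ATM-like activity read as KAP-1 phosphorylation via AlphaLISA donor/acceptor antibody pairs after lysis and 6 hr at 25C. Cells were ATM-null patient fibroblasts ([…], hTERT), dosed 60 min, then exposed to the DSB inducer NCS for 30 min.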
FBPA coupling cs = coupling enzyme interference in Giardia aldolase counter-screen | 0.67% of 290,000 active | AID 2472 | coupling enzyme system counterscreen, AmpLite Red fluorescence | activity change, negative = inhibition, % at 58.2 µM, hits read low; in the data active = activity change below about -30%; also: % is scaled to controls: 0 for no effect and ±100 for the full control effect
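Fluorescence at 525 nm excitation and 598 nm emission measured inhibition of the coupled detection system without aldolase. Compounds (at 57.5 uM final) were preincubated 10 min at room temperature with coupling enzyme reagent before a 20 min substrate/AmpLite Red step.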
hERG WT inh = KCNH2 (human, wildtype) channel inhibition. Q12809. U2OS, BacMam KCNH2, thallium flux FluxOr; hits give low values. activity change, % at 1.84 µM. 0.37% of 340,000 active. AID 720551;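 active = maximum activity change below -70%; inconclusive = maximum activity change between -70% and -50%; inactive = maximum activity change above -50%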; also: % is scaled to controls: 0 for no effect and ±100 for the full control effect
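U2OS cells transduced with wild-type KCNH2 virus are loaded with FluxOr dye for 45 min, and thallium flux is measured in kinetic reads before and after stimulation buffer. Rate constants are normalized to DMSO controls.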
TSHR antagonist = antagonists of human thyroid stimulating hormone receptor | TSHR-expressing cells, TSH-stimulated cAMP HTRF, 2 h; hits give low values | activity change, negative = inhibition, % at 11.5 µM | AID 504810 | 0.2% of 330,000 active | P16473;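 active = activity change below a set negative limit, meaning inhibition stronger than a set level, cut at about -70% in these data; inconclusive = activity change between two set negative limits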; also: % is scaled to controls: 0 for no effect and ±100 for the full control effect
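Inhibition of cAMP made by TSHR-expressing cells under TSH stimulation (4nM final, EC80; 2 h, 37 deg C) is quantified with a one-step lysis HTRF kit, anti-cAMP cryptate versus cAMP-d2.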
Tb PFK block = inhibitors of T. brucei phosphofructokinase | O15648 | Potency, µM (top dose mostly 57.5 µM), without a hit: at the highest dose activity, negative = inhibition, usual class: inhibitors | AID 485367 | T. brucei PFK, ADP-Glo luminescence | 0.17% of 330,000 active;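 also: potency is read from the fitted curve at half-maximal effect; 0% = uninhibited 1x PFK enzyme wells and -100% = no-enzyme wells; nearly all actives have a fitted effect of over 60% in size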
Target sequence (O15648 whole entry, looked up): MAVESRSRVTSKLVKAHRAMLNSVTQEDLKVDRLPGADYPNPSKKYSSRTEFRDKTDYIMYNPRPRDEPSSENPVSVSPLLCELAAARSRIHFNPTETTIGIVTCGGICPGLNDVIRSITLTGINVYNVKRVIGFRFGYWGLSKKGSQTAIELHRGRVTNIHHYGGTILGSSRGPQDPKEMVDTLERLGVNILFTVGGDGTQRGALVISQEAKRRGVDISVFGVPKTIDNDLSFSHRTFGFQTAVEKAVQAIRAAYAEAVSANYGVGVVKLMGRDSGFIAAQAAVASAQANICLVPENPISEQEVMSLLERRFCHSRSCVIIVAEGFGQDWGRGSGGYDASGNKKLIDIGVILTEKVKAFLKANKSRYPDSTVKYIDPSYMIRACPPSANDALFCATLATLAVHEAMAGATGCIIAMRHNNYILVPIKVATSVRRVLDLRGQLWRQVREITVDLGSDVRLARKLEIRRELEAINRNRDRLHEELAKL
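Luminescent ADP detection (ADP-Glo, two-step: ATP depletion then ADP-to-ATP conversion for luciferase) reported PFK activity after 45 min room-temperature reaction of 1.25 nM enzyme with 0.5 mM F6P and 0.1 mM ATP at pH 8.0.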
GALK inhibitor = inhibitors of human galactokinase; Potency, µM (titrated, usually from 57.5 µM), without a hit: at the top dose activity change, negative = inhibition, hits mostly inhibitors; AID 1868; Purified GALK, Kinase-Glo residual ATP luminescence; 0.007% of 270,000 active; P51570; also: potency is read from the fitted curve at half-maximal effect; % is scaled to controls: 0 for no effect and ±100 for the full control effect
Target sequence (P51570 whole entry, looked up): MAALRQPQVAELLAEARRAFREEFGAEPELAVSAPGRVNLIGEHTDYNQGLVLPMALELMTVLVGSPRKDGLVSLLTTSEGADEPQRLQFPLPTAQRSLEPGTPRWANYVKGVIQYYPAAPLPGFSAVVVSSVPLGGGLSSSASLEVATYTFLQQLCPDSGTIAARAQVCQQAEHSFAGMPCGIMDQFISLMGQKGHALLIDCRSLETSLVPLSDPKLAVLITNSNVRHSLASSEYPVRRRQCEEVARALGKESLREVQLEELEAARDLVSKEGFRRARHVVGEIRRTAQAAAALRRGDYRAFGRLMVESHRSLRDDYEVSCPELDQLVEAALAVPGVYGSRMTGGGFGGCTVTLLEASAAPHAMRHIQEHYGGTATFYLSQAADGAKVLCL
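Quantitative HTS: GALK 5 nM, ATP 35 uM, galactose 100 uM, 1 h room temperature, then luciferase-based ATP detection.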
TCR act = activators of T cell receptors; primary human leukocytes, anti-CD3, IL-2 HTRF, 48 h; 330,000 tested, under 10 active; Potency, µM (highest dose often 9.22 µM), for inactives: top-dose activation of IL-2 secretion, hits mostly activators; also: % of control where 0% means no effect
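IL-2 produced over 48 hr by a-CD3 bead-stimulated primary human leukocytes exposed to compounds was detected with a homogeneous time-resolved FRET immunoassay, 665nm acceptor signal after 320nm excitation.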
Giardia kill = Giardia lamblia killing; Giardia lamblia trophozoite viability; activity change, % at 7.66 µM, hits read low; 0.15% of 340,000 active; in the data active = activity change below about -80%; inconclusive = between about -30% and that limit;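 also: parasites exposed to compound for two days anaerobically before the ATP read; % is scaled to controls: 0 for no effect and ±100 for the full control effect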
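Giardia trophozoites, 100 cells per well, were exposed to compounds for 48 hrs at 37 deg C under anaerobic conditions; viability was then read as ATP content by bioluminescence after 15-30 min at room temperature.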
MLL CXXC-DNA inh = MLL CXXC-DNA interaction inhibition; AID 2662; MLL-CXXC / FITC-HOXA9 DNA fluorescence polarization; Potency, µM (series often up to 115 µM), for the others: top-dose activity change, negative = inhibition, most hits filed as inhibitors; 0.037% of 290,000 active; active = well fitted inhibition curve with a large enough effect in the polarisation, with a control signal flat, not every such curve was filed as active; inconclusive = small, poorly fitted or top-dose-only effect, or effect the other way, or a change in a side signal; inactive = no such curve, though single readings can be large or run the other way; the % refers to the polarisation; also: potency is read from the fitted curve at half-maximal effect
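Fluorescence polarization: 7 uM MLL-CXXC (stock) preincubated 5 min with compounds, then 50 nM fluorescein-HOX-A9 DNA (stock) added; 30 min ambient. Buffer 50 mM Tris-HCl pH 7.5, 50 mM NaCl, 1 mM DTT, 0.05% BSA.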
Active calls of the source: *; u = inconclusive; x = no result given; [ ] = dose if it differs, or a comment. Unless noted, calls follow the shape of the dose curve; as a rule, active = well fitted curve in the direction sought with a large enough effect; inconclusive = small, poorly fitted or top-dose-only effect, or another doubt; inactive = no such curve, though single readings can be large; an effect the other way counts as inactive or inconclusive.

SMILES	Chronic BCR inh	AT treatment	FBPA coupling cs	hERG WT inh	TSHR antagonist	Tb PFK block	GALK inhibitor	TCR act	Giardia kill	MLL CXXC-DNA inh
CCCOc1ccc(CNC(=O)C2CCN(c3nn4c(=O)cc(C)nc4s3)CC2)cc1	1%	4%	-2	33	-29	2%	-2%	0%	-7	12%
CC(=O)c1cccc(NC(=O)C2CCCN2S(=O)(=O)c2cccc3cccnc23)c1 (configuration not stated)	u	4%	1	-11	2	3%	3%	-1%	-1	-1%
CCCOP(=O)(c1ccc(N(C)C)cc1)C(O)c1cccnc1 (configuration not stated)	-1%	3%	2	-2	-1	4%	3%	-4%	-4	1%
CC(C)Oc1cccc(C(=O)NC(=S)Nc2cccc(NC(=O)c3ccccc3Cl)c2)c1	u	5%	1	-9	-1	4%	2%	1%[46.1 µM]	-12	1%
C/C(=N\O)C1CCCCC1	0%	0%	-1	x	-1	4%	-3%	x	x	-3%
CC(=Nc1ccccc1)C1=C(O)CSC1=O	-22%	x	0	8	1	-3%	3%	-3%	6	5%
C[C@H](NC(=O)[C@H]1N2C(=O)c3ccccc3C2SC1(C)C)C(=O)N1CCC[C@H]1C(=O)O (some centres not stated)	-1%	-1%	0	0	16	0%	x	-5%	16	-1%
Cc1cccc(C(=O)Nc2onc(C)c2C#N)c1	u	1%	2	-9	10	-7%	-2%	6%	-4	-2%
CC(CCc1ccccc1)NC(=O)c1ccc(NC(=O)c2ccccc2)cc1 (configuration not stated)	4%	3%	0	-7	-3	-1%	2%	1%[46.1 µM]	5	-1%
COc1ccc(CCNC(=O)CSc2nnc(-c3cccc(F)c3)o2)cc1OC	0%	9%	0	5	1	-1%	3%	15%	-4	8%
COCCCn1c(=O)c2ccccc2n(CC(=O)NCCC2=CCCCC2)c1=O	0%	-5%	-2	14	3	2%	14%	4%	16	-2%
C[C@@H]1CCC[C@@]2(O[C@H](CCO)C[C@@H](O)[C@@H]2O)O1	3%	1%	1	-5	4	-1%	x	-1%	-4	10%
CCOC(=O)c1c(N2C(=O)C3C4C=CC(O4)C3C2=O)sc2c1CCCC2 (configuration not stated)	x	x	2	-2	x	x	2%	-1%	-2	-8%
CC1(C2CC2)NC(=O)NC1=O (configuration not stated)	-5%	4%	7	2	6	-3%	0%	4%	-18	-6%
CCN(CC)CCN(Cc1cc2cc3c(cc2[nH]c1=O)OCO3)C(=S)NC	-10%	11%	1	18	4	0%	3%	6%	13	6%
Cc1c(CC(=O)N2CCN(C(=O)C3COc4ccccc4O3)CC2)c(=O)oc2c(C)c(O)ccc12 (configuration not stated)	-2%	2%	14	-15	21	-4%	6%	-6%	-7	16%
Cc1cccc(CN2CCN(Cc3nc4c(s3)CCCC4)CC2CCO)n1 (configuration not stated)	-7%	5%	2	-11	-12	-5%	2%	-3%	-2	-4%
COc1ccccc1C(CC(=O)Nc1nccs1)c1ccco1 (configuration not stated)	3%	4%	-2	8	-14	1%	1%	-9%	3	3%
O=C(NC1CC2CCCC(C1)N2S(=O)(=O)c1ccccc1)C1CCCCC1 (configuration not stated)	5%	1%	0	2	-2	0%	1%	1%	9	-7%
COC(=O)[C@@]12CCCN1[C@H](c1ccc(SC3CCCCC3)cc1)[C@H]1C(=O)N(C)C(=O)[C@H]12	-5%	-5%	x	-6	-18	10%	x	-18%	4	x
N#CC(C(=O)NCc1ccccc1)c1nc2ccccc2nc1N1CCCC1 (configuration not stated)	15%	1%	-1	-3	12	0%	0%	4%	14	u
CC1(CCc2ccccc2)NC(=O)N(CC(=O)Nc2c(F)cccc2F)C1=O (configuration not stated)	3%	2%	x	-7	-10	0%	x	6%	17	x
COc1cc(OC)c(NC(=O)CNC(=O)Cn2ccc3ccccc3c2=O)cc1Cl	8%	3%	0	-10	4	2%	6%	1%	7	27%
c1coc(Cn2c(SCc3nc4ccccc4[nH]3)nnc2-c2cnccn2)c1	0%	-1%	1	-1	-1	-2%	-2%	5%	0	-6%
O=C(COC(=O)c1ccccc1Br)Nc1nnc(-c2ccccc2)o1	u	-8%	x	-4	10	17%	x	-3%	-6	x

Other compounds follow:
SMILES	Chronic BCR inh	AT treatment	FBPA coupling cs	hERG WT inh	TSHR antagonist	Tb PFK block	GALK inhibitor	TCR act	Giardia kill	MLL CXXC-DNA inh
CCN(CC)S(=O)(=O)c1ccc(OCC(=O)NCc2ccccc2)cc1	-1%	-6%	1	-1	5	0%	1%	-1%	3	-1%
Cc1ccc(NC(=O)CC2SC3=NCCCN3C2=O)c(C)c1 (configuration not stated)	-27%	0%	-2	-8	3	15%	-1%	2%	-22	7%
Cc1cc(C)nc(NC(=O)c2c(-c3ccccc3Cl)noc2C)n1	-2%	-3%	1	-1	-3	8%	-5%	-1%	10	5%
CS(=O)(=O)N(CC(=O)N1CCC(C(N)=O)CC1)c1ccc(Cl)c(C(F)(F)F)c1	1%	5%	1	-5	-2	-3%	-2%	x	-6	-28%
COc1ccc(S(=O)(=O)CCC(=O)N2CCN(c3ccc([N+](=O)[O-])cc3)CC2)cc1	-4%	0%	-2	9	-6	1%	-2%	2%	-15	8%
Cc1ccc(/C=C/C(=O)c2ccccc(=O)c2O)c(C)c1	-9%	-2%	-5	5	-4	2%	x	1%[46.1 µM]	9	1%
O=C(NNC1=C(C(=O)C(F)(F)F)CCC1)c1ccncc1	u	1%	3	-4	4	-7%	4%	0%	u	-13%
O=C(/C=C/c1ccc2c(c1)OCO2)NCc1ccc(F)cc1	-3%	2%	-1	0	-3	-15%	2%	-2%[46.1 µM]	-19	-6%
CSCc1nc2scc(-c3ccccc3)c2c(=O)[nH]1	u	14%	4	1	-7	2%	0%	-1%	8	2%
CN1CCCC(OC(=O)c2cc(F)c(F)c(F)c2F)C1 (configuration not stated)	10%	-23%	-2	7	3	-1%	0%	2%	-11	-7%
CC(=O)c1ccc(N2CCN(C(=O)c3cc4c(-c5ccccc5F)nn(C)c4s3)CC2)cc1	u	12%	-1	-8	-27	2%	5%	-1%	-5	-2%
Cc1cc(NC(=O)c2ccccc2C)no1	u	8%	-1	-5	9	2%	0%	x	7	-21%
Cc1ccccc1-c1cc(-c2ccccc2O)n[nH]1	u	7%	-1	6	-5	5%	-4%	-39%	6	-17%
COc1ccccc1C(=O)NCC(=O)N1CCN(c2ncccn2)CC1	-1%	2%	x	9	16	-6%	x	x	13	x
O=C(C1=NN[C@@H]2C(=O)N(c3ccccc3C(F)(F)F)C(=O)[C@H]12)C(c1ccccc1)c1ccccc1	9%	6%	3	-6	27	1%	0%	3%[46.1 µM]	8	12%
CSc1nc(N)c2c(n1)OC(N)=C(C#N)C2c1cccnc1 (configuration not stated)	3%	3%	2	-8	-3	0%	0%	-3%	6	1%
NS(=O)(=O)c1ccc(NC(=O)c2cccc(N3C(=O)c4ccccc4C3=O)c2)cc1	u	0%	-3	-2	-8	9%	-5%	1%	10	6%
CSc1nn2cc(CCN3CCOCC3)c(-c3ccc(F)cc3)nc2c1C#N	6%	5%	2	3	7	-3%	-1%	-1%	-3	2%
COc1ccc(CNC(=O)COC(=O)CCOc2ccc(C)cc2)cc1	3%	-4%	x	-4	1	-5%	x	1%	5	x

Reformatted in markdown: entries from further up
| canonical_smiles | Chronic BCR inh | AT treatment | FBPA coupling cs | hERG WT inh | TSHR antagonist | Tb PFK block | GALK inhibitor | TCR act | Giardia kill | MLL CXXC-DNA inh |
| --- | --- | --- | --- | --- | --- | --- | --- | --- | --- | --- |
| O=C(NNC1=C(C(=O)C(F)(F)F)CCC1)c1ccncc1 | u | 1% | 3 | -4 | 4 | -7% | 4% | 0% | u | -13% |
| O=C(/C=C/c1ccc2c(c1)OCO2)NCc1ccc(F)cc1 | -3% | 2% | -1 | 0 | -3 | -15% | 2% | -2%[46.1 µM] | -19 | -6% |
| CSCc1nc2scc(-c3ccccc3)c2c(=O)[nH]1 | u | 14% | 4 | 1 | -7 | 2% | 0% | -1% | 8 | 2% |
| CN1CCCC(OC(=O)c2cc(F)c(F)c(F)c2F)C1 (configuration not stated) | 10% | -23% | -2 | 7 | 3 | -1% | 0% | 2% | -11 | -7% |
| CC(=O)c1ccc(N2CCN(C(=O)c3cc4c(-c5ccccc5F)nn(C)c4s3)CC2)cc1 | u | 12% | -1 | -8 | -27 | 2% | 5% | -1% | -5 | -2% |
| Cc1cc(NC(=O)c2ccccc2C)no1 | u | 8% | -1 | -5 | 9 | 2% | 0% | x | 7 | -21% |
| Cc1ccccc1-c1cc(-c2ccccc2O)n[nH]1 | u | 7% | -1 | 6 | -5 | 5% | -4% | -39% | 6 | -17% |
| COc1ccccc1C(=O)NCC(=O)N1CCN(c2ncccn2)CC1 | -1% | 2% | x | 9 | 16 | -6% | x | x | 13 | x |
| O=C(C1=NN[C@@H]2C(=O)N(c3ccccc3C(F)(F)F)C(=O)[C@H]12)C(c1ccccc1)c1ccccc1 | 9% | 6% | 3 | -6 | 27 | 1% | 0% | 3%[46.1 µM] | 8 | 12% |
